Assay outcomes as filed in PubChem.
14-3-3g Raf: modulators of 14-3-3 gamma protein binding, primary screen, biochemical, fluorescence polarization; 14-3-3 protein gamma (Homo sapiens), P61981; FP, 14-3-3gamma / TMR-pS259-Raf peptide binding; inhibition, % at 40 µM; actives 0.19% (n = 160,000); AID 422, 2006; in the data active means inhibition above about 30%;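 further: 0% = protein plus tracer without compound and 100% = blank with tracer alone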
Target sequence (P61981 whole entry, looked up): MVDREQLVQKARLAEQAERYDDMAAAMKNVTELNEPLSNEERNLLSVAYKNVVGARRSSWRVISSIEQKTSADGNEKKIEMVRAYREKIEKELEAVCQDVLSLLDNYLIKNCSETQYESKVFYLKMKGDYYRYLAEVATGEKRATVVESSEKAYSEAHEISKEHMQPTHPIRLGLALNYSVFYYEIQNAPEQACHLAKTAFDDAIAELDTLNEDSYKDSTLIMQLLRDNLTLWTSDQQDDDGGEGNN
* = called active by the depositor; & = joins results of further samples. Not all compounds are listed, so the mix of outcomes need not match the whole.

The opening seven compounds (preview)
SMILES	14-3-3g Raf
COc1ccc(NC(=O)c2ccc(NS(=O)(=O)c3cccs3)cc2)cc1	-30
CC(C)(C)NC1=NC(C(F)(F)F)(C(F)(F)F)NC(=O)N1	7
Cc1cccc(-c2nc(CS(=O)CC(=O)NCC3CCCO3)c(C)o2)c1 (stereo unspecified)	-5
Cc1c(OCc2ccccc2Cl)ccc2c3c(c(=O)oc12)CCC3	5
O=C(O)c1cc(Sc2ccc(Br)cc2)nc2ccccc12	1
C=CCn1c2ccccc2c2nnc(SCC(N)=O)nc21	-5
O=C1CC(c2ccc(Br)cc2)c2cc3c(cc2N1)OCO3 (stereo unspecified)	8

Results (from the top)
SMILES	14-3-3g Raf
COc1ccc(NC(=O)c2ccc(NS(=O)(=O)c3cccs3)cc2)cc1	-30
CC(C)(C)NC1=NC(C(F)(F)F)(C(F)(F)F)NC(=O)N1	7
Cc1cccc(-c2nc(CS(=O)CC(=O)NCC3CCCO3)c(C)o2)c1 (stereo unspecified)	-5
Cc1c(OCc2ccccc2Cl)ccc2c3c(c(=O)oc12)CCC3	5
O=C(O)c1cc(Sc2ccc(Br)cc2)nc2ccccc12	1
C=CCn1c2ccccc2c2nnc(SCC(N)=O)nc21	-5
O=C1CC(c2ccc(Br)cc2)c2cc3c(cc2N1)OCO3 (stereo unspecified)	8
CN(Cc1ccncc1)C1CC(=O)N(c2ccc(Cl)cc2)C1=O (stereo unspecified)	3
CC1(C)NN=C(N)SC1=O	6
CC(=O)c1cccc(NC(=O)CCS(=O)(=O)c2cccc3nonc23)c1	-4
CCSCCOC(=O)C1=C(C)NC(=O)NC1c1cccc(Br)c1 (stereo unspecified)	-5
OCCOCCNc1ncnc2nc[nH]c12	-2&-16
Cc1ccc(C)c(N2CCN(C(=O)c3ccc(S(=O)(=O)c4ccc(F)cc4)c([N+](=O)[O-])c3)CC2)c1	0
O=C1c2[nH]nc(-c3ccccc3O)c2C(c2ccc(F)cc2)N1CC1CCCO1 (stereo unspecified)	-10
OCCCNCc1cccc2ccccc12	-10
C(=Cc1ccccc1)C1=Nc2ccccc2NC(c2ccccc2)C1 (stereo unspecified)	-73
Cc1c(-c2ccco2)[n+](=O)c2c(n1[O-])CCCC2	3
COc1cc(C2C(C(=O)Nc3ccccn3)=C(C)NC3=C2C(=O)CCC3)cc(OC)c1OC (stereo unspecified)	-4
c1ccc(N2CCN(c3ncnc4sc5c(c34)CCC5)CC2)cc1	2
O=C(Oc1ccc(N(Cc2cccs2)C2=NS(=O)(=O)c3ccccc32)cc1)c1ccccc1F	0
Cc1cc(C)n(CC(O)COCc2ccccc2)n1 (stereo unspecified)	2
O=C(CN1CCN(CC(=O)Nc2ccc(Cl)c(C(F)(F)F)c2)CC1)Nc1ccc(F)cc1	2
Cc1csc(SCCn2c(N3CCN(c4ccccc4)CC3)nc3c2c(=O)[nH]c(=O)n3C)n1	-6
C=CCn1c2ccccc2c2nnc(SCC(=O)Nc3ccccc3OC)nc21	-4
O=C(c1ccc(Cl)s1)N1CCOCC1	-5
CCCCCC(=O)N1c2ccccc2NC2=C(C(=O)CC(c3cccc([N+](=O)[O-])c3)C2)C1c1ccc(OC)cc1 (stereo unspecified)	2
CCOC(=O)c1ccc(NC(=O)C(CC)(CC)C(=O)OCC)cc1	1
CCOc1cc(C(=O)NCCOC)cc(OCC)c1OCC	-1
COC(=O)c1cn(C(=O)c2ccc(Br)o2)c2ccccc12	0
Cc1nc(N2CCCC2)c2nnn(Cc3ccccc3Cl)c2n1	-2
CCc1nnc(NC(=O)CSc2nccn2-c2ccc(OC)cc2)s1	5
CCOC(=O)c1sc2nc(-c3ccco3)c3c(c2c1N)CC(C)(C)OC3	-17
O=C(NCCCN1CCCCCC1)c1ccc2nc3[nH]c4ccccc4c3nc2c1	-70
COc1cc(C2c3c(-c4ccc(C)cc4)n[nH]c3C(=O)N2c2ccc(F)cc2)ccc1O (stereo unspecified)	-7
COC(=O)Oc1ccc2c(=O)c(-c3ccccc3Cl)coc2c1	-30
O=C1c2ccc(-n3c(=O)c4ccccc4c4ccccc4c3=O)cc2C(=O)N1c1ccccc1	-4
COc1ccc(C2=NC(C(Cl)(Cl)Cl)N=C(C(Cl)(Cl)Cl)N2)cc1 (stereo unspecified)	4
CCOC(=O)C1=C(C)NC2=C(C(=O)c3ccccc32)C1c1ccc(OCC)c(OC)c1 (stereo unspecified)	-47
CCN1CCCC1CNC(=O)c1cc2cc3cc(OC)ccc3nc2s1 (stereo unspecified)	-9
CCC1(C)Cc2c(sc(N)c2C#N)CO1 (stereo unspecified)	-101
CC1=C(C(=O)OC2CCCCC2)C(c2ccc(O)cc2)C2=C(CC(c3ccccc3)CC2=O)N1 (stereo unspecified)	-5
CCn1cc(SCC(=O)Nc2ccc(C)cc2)c2ccccc21	-7
COc1ccc(O)c(C(=O)CC(=O)c2ccc(F)cc2)c1	-2&-1
COc1ccc(-n2c(SCc3cccc([N+](=O)[O-])c3)nc3ccsc3c2=O)cc1	-4
CCOCc1nnc(NC(=O)CCc2ccccc2)s1	-8

Seven structures already listed, ordered by heavy-atom count, smallest number first.
SMILES	14-3-3g Raf
O=C(c1ccc(Cl)s1)N1CCOCC1	-5
Cc1cc(C)n(CC(O)COCc2ccccc2)n1 (stereo unspecified)	2
CCOCc1nnc(NC(=O)CCc2ccccc2)s1	-8
COC(=O)c1cn(C(=O)c2ccc(Br)o2)c2ccccc12	0
CCOC(=O)c1sc2nc(-c3ccco3)c3c(c2c1N)CC(C)(C)OC3	-17
CC1=C(C(=O)OC2CCCCC2)C(c2ccc(O)cc2)C2=C(CC(c3ccccc3)CC2=O)N1 (stereo unspecified)	-5
Cc1ccc(C)c(N2CCN(C(=O)c3ccc(S(=O)(=O)c4ccc(F)cc4)c([N+](=O)[O-])c3)CC2)c1	0

Returning to the listing, repeating the two entries before the break.
SMILES	14-3-3g Raf
COc1ccc(-n2c(SCc3cccc([N+](=O)[O-])c3)nc3ccsc3c2=O)cc1	-4
CCOCc1nnc(NC(=O)CCc2ccccc2)s1	-8
Cc1ccn2c(Nc3ccc4c(c3)OCCO4)c(-c3ccc(C)o3)nc2c1	-6
O=C1c2cccc3cccc(c23)C(=O)N1c1cccc([N+](=O)[O-])c1	-9
Cc1nc(C)c(C(=O)C2=C(O)C(=O)N(CCCn3ccnc3)C2c2ccc(Cl)cc2)s1 (stereo unspecified)	-8
CCOc1ccccc1Nc1nnc(SCC(=O)N2CCCC2)s1	6
Cc1cc(O)c(C(C)C)cc1NC(=O)c1cc(C(C)(C)C)oc1C	-21
CCOC(=O)C1=C(C)N(C)C(C)=C(C(=O)OCC)C1c1cccs1	-3
CC1=C(C(=O)OCCOc2ccccc2)C(c2cc([N+](=O)[O-])ccc2Cl)C2=C(CCCC2=O)N1 (stereo unspecified)	-3
CC(C)(C)c1ccc(CN2C(=O)C(=O)c3ccccc32)cc1	-1
Cc1cccc(Oc2cc(NC(=O)c3cc4nc5c(c(C(F)(F)F)n4n3)CCc3ccccc3-5)cc([N+](=O)[O-])c2)c1	-8
CC(C)(C)NC(=O)COC(=O)c1ccc(O)cc1	-1
N#CCCn1c2c(ccc1=O)CCCC2	-23
CCC(=O)N1CCN(c2ccccc2NC(=O)COc2cccc(C)c2)CC1	0
Cc1ccc2c(c1)-c1ccccc1C2=Cc1ccc2c(c1)OCO2	-8
CC1CN(C(=O)CN2C(=O)NC(C)(c3ccccc3)C2=O)CC(C)O1 (stereo unspecified)	-2
Oc1c(C(c2ccco2)N2CCC3(CC2)OCCO3)sc2ncnn12 (stereo unspecified)	4
Cc1ccc(C#N)c(SCC(=O)c2ccc(-c3ccccc3)cc2)n1	-54
CC1CCN(CCC(=O)N2CCCc3c2c(=O)oc2ccc(O)cc32)CC1	-6&-4
O=C(NCCCn1ccnc1)c1csc2ccccc12	-8
O=C1NC(c2ccc3c(c2)OCO3)Oc2ccccc21 (stereo unspecified)	2
c1ccc(-c2ccc(-n3ccnc3)cc2)cc1	1
CCOC(=O)C1=CC2(SC=C(C(=O)OCC)S2)C2=C(S1)C(C)(C)N(C(=O)c1ccccc1)c1ccccc12 (stereo unspecified)	3
COC(=O)c1c(N)c(C#N)c(C)n1-c1ccccc1	-10
CCc1ccc(C(=O)c2cncc(Br)c2)cc1	-10
Cc1ccc(S(=O)(=O)Cc2cn3cccnc3n2)cc1	-3
CCCCCCCOc1ccc(C(=O)O)c(Cl)c1	-6
COc1cc2c(c(OC)c1)C(c1cccc(OC)c1OC)CC(=O)N2 (stereo unspecified)	-3
CCC(C)(C)n1nnnc1C(c1cc2cc(C)cc(C)c2[nH]c1=O)N1CCCC1 (stereo unspecified)	-9
O=C(Nc1ccc2oc(-c3cccnc3)nc2c1)c1cc2ccccc2o1	-23
COc1ccc(C2CC(=O)C3=C(C2)NC(C)=C(C(=O)Nc2ccccc2C)C3c2cccc(C)c2)cc1OC (stereo unspecified)	4
CCOc1nc(-c2ccc(C)cc2)ccc1-c1noc(-c2cccnc2)n1	-24
CC(=O)Nc1cccc(NC(=O)c2sc3ncn(CC(=O)N4CCCCC4)c(=O)c3c2C)c1	5
Cc1nc(SCC(N)=O)[nH]c(=O)c1Cc1ccc(OC(C)C)cc1	2
Cc1cc(C(=O)CSc2nnc(-c3ccccc3)n2Cc2ccc3c(c2)OCO3)c(C)n1C	-15
N#CC1=C(N)N(c2ccccc2Sc2ccccc2)C(=O)C1	-7
CC(=O)c1ccc(N2CCN(C(=O)CCCn3c(=O)[nH]c4ccsc4c3=O)CC2)cc1	-12
CCCCN(Cc1ccccc1)c1ncnc(N)c1[N+](=O)[O-]	-1
COc1ccc(-n2nc(C(=O)NCC(=O)N3CCN(c4ccccn4)CC3)c3ccccc3c2=O)cc1	-7
COc1ccc(-c2cc(C(=O)Nc3ccc(C#N)cc3)no2)cc1	-47
CCC(=O)N1c2ccccc2NC2=C(C(=O)CC(c3ccco3)C2)C1c1ccco1 (stereo unspecified)	2
CC(=O)NC(N)=NCCCC(N)C(=O)O (stereo unspecified)	-1
CC1CCCN(C(=O)CN2CCN(C(=O)c3ccco3)CC2)C1 (stereo unspecified)	-6
CCOC(=O)c1ccc(NC(=O)CC2SC(=NC)N(C)C2=O)cc1 (stereo unspecified)	-1
COc1ccc(C2C(C(=O)OCCOC(C)C)=C(C)NC3=C2C(=O)CC(C)(C)C3)c(OC)c1 (stereo unspecified)	-1
CCOC(=O)C1CCN(c2c(NCc3ccc(C(=O)NCCOC)cc3)c(=O)c2=O)CC1	1
CCOC(=O)c1c(NC(=O)c2cc3cc(Br)ccc3oc2=O)sc2c1CCC(C)C2 (stereo unspecified)	-4
CC(=O)Nc1cc(OC(C)=O)c2nonc2c1OC(C)=O	-2
O=C(Cc1ccccc1)Nc1c2c(nn1-c1ccc(F)cc1)CS(=O)(=O)C2	2
Cc1ccc(Oc2ccc(NC(=O)C3CCC(C)CC3)cc2)cc1 (stereo unspecified)	-2
COc1cc2c(cc1OC)C(C(=O)Nc1ccc(Oc3ccccc3)cc1)C1c3ccccc3CCN1C2=O (stereo unspecified)	4
COc1cc2c(cc1OC)-c1nnc(-c3ccc(Br)o3)n1C(C)(C)C2	-1
CCOC(=O)C1=C(C)Nc2ncnn2C1/C=C/c1ccccc1 (stereo unspecified)	2
O=C(NCc1ccccc1Cl)c1cc(-c2ccccn2)nc2ccc(S(=O)(=O)N3CCOCC3)cc12	-37
CN(C)c1nc(F)cc(=O)[nH]1	5
CCOC(=O)c1c(N=CC=Cc2ccc([N+](=O)[O-])cc2)sc2c1CCCC2	-9
CNC(=O)C1CCC(=O)N1Cc1ccccc1Cl (stereo unspecified)	-7
O=S(=O)(NCC(c1cccnc1)N1CCN(c2ccccc2)CC1)c1cc(F)ccc1F (stereo unspecified)	-19
Cn1c2ccccc2c2nnc(SCC(=O)N3CCOCC3)nc21	6
CCOC(=O)c1c(NC(=O)c2ccco2)sc2c1CCC(C#N)(c1ccccc1)C2 (stereo unspecified)	-2
CCOc1ccc(S(=O)(=O)Nc2ccc(O)c3ccccc23)cc1	-21
COc1ccc(-c2cc(C(F)(F)F)nc(SCC(=O)NCc3ccco3)n2)cc1OC	5
(list continues)
SMILES	14-3-3g Raf
Cc1ccc(C(=O)Nc2cccc([N+](=O)[O-])c2)cc1S(=O)(=O)N1CCCCC1	-17
COC(=O)c1[nH]c2c(c1C)C(=O)CC(c1cc(OC)ccc1OC)C2 (stereo unspecified)	-3
Cc1ccccc1CS(=O)(=O)Cc1ccc(C(=O)NCc2cccnc2)o1	0
Cc1ccc(C(=O)NCc2ccc3c(c2)OCO3)cc1S(=O)(=O)N1CCOCC1	8
COc1ccc(C2Oc3ccc(Cl)cc3C3=C2C(c2ccccc2F)n2ncnc2N3)cc1 (stereo unspecified)	3
Clc1ccc(OCCCc2nc(-c3cccnc3)no2)c(Cl)c1	-4
O=C(Cn1ccc2ccccc2c1=O)N1CCN(c2ccc(F)cc2)CC1	-5
C=CCSc1nsc(N)n1	-2
COC(=O)c1ccccc1NC(=O)Cn1c(=O)n(-c2cccc(OC)c2)c(=O)c2c3c(sc21)CCCC3	-2
CC1(C)Cc2c(c(N3CCOCC3)nc3sc(C(=O)N4CCCCC4)c(N)c23)CO1	13
CC(C)COc1ccc(/C(O)=C2/C(=O)C(=O)N(CCN(C)C)C2c2ccncc2)cc1 (stereo unspecified)	-4
Cn1nc(CC(=O)Nc2cccc(Cl)c2)c2ccccc2c1=O	9
COc1ccccc1-n1c(SCC(=O)N2CCOCC2)nc2c(c1=O)SCC2	-17
CCCCC1(O)CCOC(C)C1 (stereo unspecified)	5
CC(C)(C)NC(=O)CSc1nsc(SCC(=O)NC(C)(C)C)c1C#N	-1

Random excerpt: 2 compounds from above
SMILES	14-3-3g Raf
Cn1nc(CC(=O)Nc2cccc(Cl)c2)c2ccccc2c1=O	9
CCOC(=O)c1ccc(NC(=O)CC2SC(=NC)N(C)C2=O)cc1 (stereo unspecified)	-1

Later entries:
SMILES	14-3-3g Raf
CCOC(=O)CN1C(=O)C(O)(CC(=O)c2c(C)cc(C)cc2C)c2ccccc21 (stereo unspecified)	0
CCOc1ccccc1C1NC(=O)CCC1[N+](=O)[O-] (stereo unspecified)	1
O=C(CC(C(=O)O)N1CCCCC1)Nc1ccccc1 (stereo unspecified)	-8
CC(CCc1ccccc1)NC(=O)c1nnc(Cc2ccc(F)cc2)o1 (stereo unspecified)	-4
O=C(Nc1ccc(Cl)cc1)c1ccc(S(=O)(=O)N2CCCC2)cc1	-3
